# TcdB GH inh: TcdB glycohydrolase inhibitors, primary screen, biochemical, single point, plate reader; inhibition, % at 9.99 µM; 0.24% of 350,000 active; Toxin B (Clostridioides difficile), P18177; TcdB glycohydrolase enzymatic assay; in the data active = inhibition above about 10%
# BoNT A protease: BoNT/A light chain protease inhibitors, primary screen, biochemical, flow cytometry, MLPCN library. multiplex microsphere protease substrate cleavage. inhibition, % at 10 µM. 0.17% of 360,000 active. AID 588499, 2011; also: plate controls were buffer without enzyme for full effect and enzyme alone for no effect
# Yp Topo-I inh: Yersinia pestis topoisomerase I inhibitors, primary screen, biochemical, cleavage product accumulation, plate reader, single point | 0.064% of 360,000 active | DNA topoisomerase I (Yersinia pestis CO92) | Y. pestis Topo-I cleavage product accumulation | activity, % at 10 µM; in the data active = activity above about 50%, passing the limit was not always enough; also: inactives centre near 2
# PfHsp40 yeast: rescue of yeast from PfHsp40 toxicity, primary screen, S. cerevisiae, ATP luminescence. growth rescue, % at 12.5 µM. AID 504582, 2011. 0.68% of 340,000 active. S. cerevisiae expressing PfHsp40, growth rescue; in the data active = growth rescue above about 28%, passing the limit was not always enough;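 also: yeast W303a lacking pdr1 and pdr3 grown in galactose medium; growth measured after three days at 30 °C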
# SARS 3CLpro inh: SARS-CoV 3CLpro protease inhibitors, primary screen, biochemical, quenched FRET; 0.14% of 290,000 active; inhibition, % at 6 µM; recombinant SARS-CoV 3CLpro, quenched FRET peptide cleavage; AID 1706, 2009; Replicase polyprotein 1ab (Severe acute respiratory syndrome coronavirus), P0C6X7; in the data active = inhibition above about 12%
# Anthrax LF prot: Bacillus anthracis LF protease inhibitors, primary screen, biochemical, multiplex microsphere, MLPCN library. Lethal factor (Bacillus anthracis), P15917. multiplex microsphere protease cleavage assay. inhibition, % at 10 µM. 0.12% of 360,000 active. AID 588501, 2011; also: plate controls were buffer without enzyme for full effect and enzyme alone for no effect
# Target sequence (P15917 whole entry, looked up): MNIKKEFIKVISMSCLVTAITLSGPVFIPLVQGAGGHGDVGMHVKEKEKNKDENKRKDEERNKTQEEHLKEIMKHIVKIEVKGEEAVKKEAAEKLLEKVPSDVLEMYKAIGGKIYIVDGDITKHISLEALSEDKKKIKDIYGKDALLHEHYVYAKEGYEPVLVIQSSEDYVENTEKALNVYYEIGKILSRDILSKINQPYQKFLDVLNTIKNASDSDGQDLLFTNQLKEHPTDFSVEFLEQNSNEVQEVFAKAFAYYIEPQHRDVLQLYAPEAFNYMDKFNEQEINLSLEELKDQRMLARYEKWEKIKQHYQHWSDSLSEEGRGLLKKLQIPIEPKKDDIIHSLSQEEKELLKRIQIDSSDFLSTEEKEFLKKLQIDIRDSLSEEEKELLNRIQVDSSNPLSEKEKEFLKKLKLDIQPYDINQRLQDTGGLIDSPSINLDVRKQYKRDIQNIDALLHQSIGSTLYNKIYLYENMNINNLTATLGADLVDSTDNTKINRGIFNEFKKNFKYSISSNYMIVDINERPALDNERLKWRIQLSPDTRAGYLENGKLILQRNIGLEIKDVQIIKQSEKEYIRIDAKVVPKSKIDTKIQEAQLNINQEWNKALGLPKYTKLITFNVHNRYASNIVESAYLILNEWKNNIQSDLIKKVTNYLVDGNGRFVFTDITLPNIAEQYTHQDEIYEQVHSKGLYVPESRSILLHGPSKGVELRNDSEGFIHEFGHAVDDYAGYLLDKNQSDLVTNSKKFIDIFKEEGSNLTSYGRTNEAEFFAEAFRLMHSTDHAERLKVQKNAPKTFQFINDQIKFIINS
# PrPC surface inh: inhibitors of human cell surface prion protein PrPC, primary screen, cell-based, TR-FRET; 0.43% of 370,000 active; inhibition, % at 13.8 µM; Major prion protein (Homo sapiens), P04156; AID 720596, 2013; TR-FRET read-out; in the data active = inhibition above about 24%; also: 0% = median of the test wells and 100% = reference compound wells
# BH1578 lux ind: inducers of Vibrio cholerae quorum light production without autoinducers, primary screen, BH1578 luxS cqsA deficient, single point | V. cholerae BH1578 lux reporter, luminescence, 6 h | activation, % at 18.7 µM | 0.16% of 350,000 active; in the data active = activation mostly above about 9.7%, no sharp cut-off; also: not every result past the cut was called active; inactives centre near 0; reference of the scale not given here
# SSB-PriA inh: inhibitors of Klebsiella pneumoniae PriA binding to SSB C-terminal tail, primary screen, biochemical, AlphaScreen; PriA–SSB C-terminal tail interaction (Klebsiella pneumoniae); 0.6% of 430,000 active; AlphaScreen SSBct-PriA binding, biotinylated peptide; inhibition, % at 33 µM; AID 1272365, 2023; in the data active = inhibition mostly above about 37%, no sharp cut-off; inactive = mostly below about 20%;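 also: plate controls were negative control peptide for no effect and reference peptide for full effect; strong numbers were not always called active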
# An asterisk follows results filed as active; i = inactive; nt = not tested or not shown; & = joins results of further samples. Rule as the data show it, unless noted: active = inhibition above about 30%; inconclusive = no clear call, values can overlap the other calls; inactive = below that.
SMILES,TcdB GH inh,BoNT A protease,Yp Topo-I inh,PfHsp40 yeast,SARS 3CLpro inh,Anthrax LF prot,PrPC surface inh,BH1578 lux ind,SSB-PriA inh
Cc1ccc(NC(=O)C2Cc3ccccc3CN2C(=O)c2ccccc2)cc1Cl (stereo not given),nt,-0.2,12,4.6,6,0,6,i,-13
CC(C)(C)CC(=O)Nc1cccc(-c2cn3cccnc3n2)c1,0.7,0.5,-4,-0.9,8,-1,-8,-0.3,-1
CN(C)S(=O)(=O)N1CCN(c2ccc(Cl)cc2)CC1,nt,0.3,15,0.7,-1,-2,-5,i,3&-6
CC(=O)Nc1ccc2ccccc2c1,nt,-0.2,7,0.5,0,-1,nt,i,-2
COc1cccc(CN(C)C(=O)C2CSC3(C)CCC(=O)N23)c1OC (stereo not given),0.2,1.8,5,1.6,nt,-4,-10,i,-11
CCCCn1nnnc1C(c1ccccc1)N1CCN(c2cccc(C(F)(F)F)n2)CC1 (stereo not given),-0.5,0.6,nt,nt,nt,-10,15,nt,nt
C=CCNc1ncnc2c1ncn2C1OC(CO)C(O)C1O (stereo not given),nt,0.1,0,-1.0,1,7,-4,i,-6
COc1ccc(S(=O)(=O)NC(C)C(=O)Nc2cccc([N+](=O)[O-])c2)cc1 (stereo not given),nt,-0.2,3,-0.6,-4,-2,-7,-0.4,-11
CCS(=O)(=O)c1ncc(Cl)c(C(=O)Nc2ccccc2OC)n1,0.0,0.8,8,0.5,6,3,-3,-1.3,-5
CN(C)C(/C=C/Nc1cccc([N+](=O)[O-])c1)=C(C#N)C#N,0.9,-0.3,-10,0.0,3,-9,-39,-0.2,-13
Cc1nc(NC(=O)C2CC3CCCC(C2)C3=O)sc1C (stereo not given),nt,-0.3,-5,-0.9,-5,2,-5,-1.4,-4
CC1(C)CC(=O)C=C(NCCN2CCN(C(=O)Cc3ccc(Cl)cc3)CC2)C1,nt,0.2,6,0.5,0,0,-3,-3.2,2
O=C(CCCN1CCC(NC(=O)c2ccccc2)CC1)c1ccc(Cl)cc1,1.4,-0.6,8,-0.2,2,22,-1,1.0,2
COc1cc(C2C(C#N)=C(N)Oc3cc(O)ccc32)cc2c1OCO2 (stereo not given),nt,0.4,3,-1.0,0,-2,1,i,-21
O=C(Nc1cccc(F)c1)Nc1ccnn1C1CCN(C(=O)c2cscn2)CC1,0.1,-1.1,5,0.5,5,-3,-3,i,8
Cc1ccc(SCc2ccc(C(=O)N3CCCC3)cc2)cc1,1.4,0.1,28,2.9,5,-2,0,-0.3,-12
CCCC(=O)NC(=S)Nc1cccc(C(C)=O)c1,nt,-0.4,-12,-0.9,-2,-4,7,i,-11
Cc1ccc2nc(Cl)c(/C=N/NC(=O)CN3CCOCC3)cc2c1,0.7,0.0,3,-0.3,nt,-2,-29,-0.3,nt
O=C(O)Cc1cccc2c(=O)cc(-c3ccccc3)oc12,1.1,0.4,nt,nt,nt,-8,-6,nt,nt
Cc1ccc(N/N=C/c2c(C)c(C#N)c(=O)n(C)c2O)cc1C,nt,0.5,2,-1.2,4,1,4,i,nt

# Four compounds picked at random from those above:
SMILES,TcdB GH inh,BoNT A protease,Yp Topo-I inh,PfHsp40 yeast,SARS 3CLpro inh,Anthrax LF prot,PrPC surface inh,BH1578 lux ind,SSB-PriA inh
Cc1ccc2nc(Cl)c(/C=N/NC(=O)CN3CCOCC3)cc2c1,0.7,0.0,3,-0.3,nt,-2,-29,-0.3,nt
CCCCn1nnnc1C(c1ccccc1)N1CCN(c2cccc(C(F)(F)F)n2)CC1 (stereo not given),-0.5,0.6,nt,nt,nt,-10,15,nt,nt
O=C(O)Cc1cccc2c(=O)cc(-c3ccccc3)oc12,1.1,0.4,nt,nt,nt,-8,-6,nt,nt
CC1(C)CC(=O)C=C(NCCN2CCN(C(=O)Cc3ccc(Cl)cc3)CC2)C1,nt,0.2,6,0.5,0,0,-3,-3.2,2

# Next section:
SMILES,TcdB GH inh,BoNT A protease,Yp Topo-I inh,PfHsp40 yeast,SARS 3CLpro inh,Anthrax LF prot,PrPC surface inh,BH1578 lux ind,SSB-PriA inh
Cc1ccc(OCCn2nnc3ccccc32)cc1C,1.3,-3.9,20,0.4,5,-9,7,17,-7
C=CCN(CC=C)C(=O)CN1C(=O)NC(C)(c2ccc3cc(OC)ccc3c2)C1=O (stereo not given),-0.2,-0.6,8,0.0,-4,-9,19,-1.2,-13
C=CCNC(=O)c1cc(-c2ccc(Br)cc2)on1,nt,-0.5,-1,0.8,6,1,1,i,8
CCCCN1C(=O)C(CC(=O)NC2CC2)CC(C(=O)N2CCOCC2)=C1C (stereo not given),0.6,-0.4,1,nt,nt,2,4,i,nt
CCOc1ccc2[nH]c(=O)c(CN(CCO)Cc3nnnn3CCc3ccccc3)cc2c1,nt,0.1,5,0.0,5,2,-2,-0.3,-5
CC1=C(C(=O)OC(C)C)C(c2ccccc2)NC(=O)N1C (stereo not given),0.6,-3.1,2,-0.7,4,1,-1,i,-5
CC(C)=CC(=O)O[C@@H]1Cc2c(ccc3ccc(=O)oc23)OC1(C)C,0.9,0.1,20,0.2,nt,-6,-5,i,-16
CC(NC(=O)CSc1n[nH]c(=O)n1C1CC1)C12CC3CC(CC(C3)C1)C2 (stereo not given),nt,0.6,3,0.7,0,-2,-1,i,-1
C#CC(c1ccccc1)(c1ccccc1)n1ccnc1,0.8,0.0,-4,nt,nt,-6,-6,-6.0,nt
COc1cc(OC)c(NS(=O)(=O)c2cc(C(=O)NCCCN3CCOCC3)ccc2C)cc1Cl,0.7,-0.2,-12,nt,nt,2,-10,i,nt
CC(=O)NC(Cc1c[nH]c2ccccc12)C(=O)OCC(=O)N1CCN(S(=O)(=O)c2ccc(Cl)cc2)CC1 (stereo not given),-3.6,-0.7,26,0.3,nt,-2,-1,1.2,-9
CC(=O)Cc1nsc(NC(=O)c2ccc(COc3ccccc3)o2)n1,nt,nt,6,-0.4,3,nt,8,-0.2,-11
COc1ccccc1-c1cc(C(=O)N/N=C/c2ccc(C)o2)c2ccccc2n1,0.0,-3.4,21,-0.2,-1,-1,2,i,nt
O=C1[C@@H]2[C@H](C(=O)N1n1cnnc1)[C@H]1C=C[C@@H]2C1,nt,0.2,1,0.6,-2,-8,1,i,11
O=C(NCC1CCCN(Cc2ccccc2F)C1)c1cccc(C(F)(F)F)c1 (stereo not given),0.3,-0.2,6,-1.6,0,0,-17,-0.2,-4
Cc1cccc(C)c1N1CCN(C(=O)N2CCCCC2)CC1,1.1,-0.7,2,2.5,3,-9,0,-0.2,-10
CC(=O)c1ccc(OC(=O)CCc2ccccc2)cc1,0.2,1.2,8,-1.1,5,-4,0,-0.1,-8
COc1ccc(CS(=O)(=O)c2nc(C)cc(C)c2S(C)(=O)=O)cc1,3.7,0.3,4,-1.9,1,-10,0,i,-6
CCOc1ccc(C(=O)NC2CC(=O)N(c3ccc4c(c3)OCCO4)C2)cc1 (stereo not given),1.5,nt,1,-0.2,nt,nt,7,-6.2,-1
CC(CCc1ccccc1)NC(=O)Cc1ccccc1 (stereo not given),1.1,-0.5,-7,-1.7,6,0,-1,-0.2,-28
CN(C)c1cccc(C(=O)Nc2ccc(N3CCOCC3)cc2)c1,-0.4,-0.5,1,2.7,-2,-6,0,i,-6
CCOc1cc(-c2noc(CCCC(=O)NC3CCCCC3)n2)ccc1OC,-0.6,0.7,0,0.2,0,-2,-2,-0.1,-10
CC(C)CN1CCC(C(=O)N2CCN(c3ccccc3F)CC2)CC1,0.7,0.9,-10,0.6,3,0,-6,i,-2
CCOC(=O)c1cc(=O)n2c(nc3ccccc32)[nH]1,0.4,0.3,17,-0.7,nt,-1,12,i,-19
CC(C)C(NC(=O)c1ccc([N+](=O)[O-])cc1Cl)C(=O)N1CCCC1 (stereo not given),1.3,-2.2,3,-1.7,3,-2,-29,-0.3,-1
COc1ccc(CCC(=O)NNC(=O)c2cccs2)cc1,3.3,-0.3,-4,-1.8,nt,-7,-1,-2.1,-4
O=C(c1cccs1)N1CCc2ccccc21,nt,1.3,-12,0.1,2,2,0,i,-4&-7
CCOC(=O)c1ccccc1NC(=O)c1cccnc1,nt,0.7,-3,0.2,2,-1,1,0.9,-5
COc1ccccc1NC(=O)CC(NCCN(C)C)C(=O)O (stereo not given),nt,3.5,8,-2.4,-6,-2,1,-0.3,-2
Cc1ccc(-c2nnc(Nc3ccc(CC(N)=O)cc3)c3ccccc23)cc1,nt,0.4,3,0.7,-1,-1,-9,-1.7,-2
COc1cc(C(CC(=O)Nc2ccccn2)N2Cc3ccccc3C2=O)cc(OC)c1OC (stereo not given),-2.4,0.8,2,-0.5,0,-2,5,0.3,-1
Cn1c(SCc2nc(-c3cccs3)no2)nnc1C1CCCCC1,nt,0.6,11,0.7,0,-9,5,-5.6,-27
O=C(COC(=O)CSCC(=O)N1CCCCC1)NCc1ccc(F)cc1,nt,0.2,2,-0.4,-3,-2,0,i,5
C=C(C)c1cccc(C(C)(C)NC(=O)N2CCC(C)CC2)c1,nt,-0.3,-6,1.0,2,-3,6,-0.2,-1
Cc1nc(SCC(=O)Nc2ccc(Cl)cc2[N+](=O)[O-])nc(C)c1C,nt,-1.3,28,-0.8,4,-1,-8,-0.3,39*
COc1ccc(-c2cc(C(F)(F)F)n3nc(C(=O)N4CCC5(CC4)OCCO5)cc3n2)cc1OC,nt,2.6,17,1.7,-2,4,-2,i,-3
Cc1c(C#N)c(N=CN(C)C)c(C(=O)c2ccccc2)n1-c1ccc(Br)cc1,nt,0.2,21,-0.2,-6,1,5,i,9
CCOC(=O)C1C(=O)CC(C)(O)C(C(=O)OCC)C1c1ccc(SC)cc1 (stereo not given),0.9,0.4,-4,6.2,-2,0,1,-0.3,-3
NNC(=O)CN1C(=O)Nc2ccc(Cl)cc2C1c1ccccc1 (stereo not given),0.2,-0.9,-9,-0.3,11,-10,9,-0.7,-8
Cc1ccc(SC[C@H](Cc2ccccc2)N2CCN(CCc3ccccc3)CCC2=O)cc1,0.5,-1.4,-3,2.7,nt,-4,1,i,29
CC(C)(C)c1ccc(C(=O)NC(Cc2ccccc2)C(=O)O)cc1 (stereo not given),nt,-1.2,1,0.7,1,-2,1,-0.2,nt
C=CCN1C(=O)NC(=O)/C(=C/c2c(CCN(C)C(=O)c3ccccc3)cc3c(c2OC)OCO3)C1=O,0.0,0.6,4,-1.0,4,-8,1,0.0,1
Cc1ccc(S(=O)(=O)NCC(=O)OCCOc2ccccc2F)cc1,6.6,1.0,15,-0.6,nt,-3,2,i,-1
O=C1CC(=C2c3ccccc3-c3ccccc32)C(=O)N1CCN1CCN(c2ccccc2)CC1,nt,1.8,28,1.1,-8,-3,-9,i,27
CCOc1ccccc1NC(=O)c1cnccn1,-0.2,-0.9,-11,20,-1,-2,6,-1.3,-3
CCOC(=O)c1c(C)[nH]c(C(=O)OCC(=O)NCc2ccc(C)cc2)c1C,-1.1,3.4,0,0.1,nt,4,-2,-1.2,3
c1ccc(C2=Nn3c(nnc3-c3cc(-c4ccccc4)n[nH]3)SC2)cc1,nt,-0.4,-3,1.2,2,-4,4,-0.4,-6
COc1cc(/C=C2/SC(=S)N(CCC(=O)N3CCN(C)CC3)C2=O)cc(OC)c1OC,-0.1,2.8,8,nt,nt,10,-5,-0.3,nt
O=C(CN1C(=O)c2ccccc2C1=O)N1CCN(c2ccccn2)CC1,nt,-1.0,3,1.3,-6,-4,-2,i,-16
Cc1cc(N(C)/N=C/c2ccccc2)nc(-c2ccccc2O)n1,0.4,-1.0,-1,-0.3,2,-4,-7,-0.3,nt

# A portion of the library (hit frequency here may not be typical).
